Assay outcomes: PubChem, National Center for Advancing Translational Sciences (NCATS)
TRHR agonist: TRH receptor (human) agonism | P34981 | TRHR cells, calcium flux fluo-8, FDSS agonist mode | activation, % at 2 µM | actives 0.18% (n = 360,000) | AID 493084; in the data active = activation above about 30%; also: 0% is about no effect
Target sequence (P34981 whole entry, looked up): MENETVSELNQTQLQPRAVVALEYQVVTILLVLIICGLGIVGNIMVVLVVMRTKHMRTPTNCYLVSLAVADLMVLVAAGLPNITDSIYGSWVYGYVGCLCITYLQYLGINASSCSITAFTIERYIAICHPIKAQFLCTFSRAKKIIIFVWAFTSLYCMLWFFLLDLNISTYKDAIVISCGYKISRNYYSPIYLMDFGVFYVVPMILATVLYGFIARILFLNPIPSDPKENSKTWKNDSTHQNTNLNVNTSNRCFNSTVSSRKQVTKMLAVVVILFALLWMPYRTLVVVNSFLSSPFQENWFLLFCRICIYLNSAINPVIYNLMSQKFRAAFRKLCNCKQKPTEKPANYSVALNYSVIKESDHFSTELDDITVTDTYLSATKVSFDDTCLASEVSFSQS
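TRHR-expressing cells, plated overnight in medium with 10% serum, were loaded with fluo-8 calcium dye at room temperature. After a 10 s baseline, library compound was pin-added and calcium release was recorded kinetically (ex 480/em 530) as agonist response.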
mIDH1 inhibitor: inhibitors of human mutant IDH1 R132H | O75874 | IDH1-R132H enzyme, NADPH consumption, diaphorase/resazurin fluorescence | Potency, µM (titrated, usually from 76.6 µM), without a hit: at the highest dose activity change, negative = inhibition, most hits filed as inhibitors | actives 0.093% (n = 390,000) | AID 602179; also: potency is read from the fitted curve at half-maximal effect; % is scaled to controls: 0 for no effect and ±100 for the full control effect; nearly all actives have a fitted effect of over 65% in size
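IDH1-R132H (0.5 ug/mL) preincubated 30 min with compound, then NADPH (0.016 mM) and alpha-KG (2 mM) added; 80 min at RT, pH 7.5. Remaining NADPH coupled via diaphorase/resazurin to fluorescence (540/590 nm); concentration-response curves normalized to no-enzyme control.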
TrxR1 substrate: is turned over as a substrate by rat TrxR1; actives 0.01% (n = 390,000); AID 588456; purified TrxR1 substrate turnover, NADPH consumption readout; Potency, µM (doses to about 114 µM), inactives show at the highest dose activity change, negative = substrate turnover; O89049; also: potency is read from the fitted curve at half-maximal effect; % is scaled to controls: 0 for no effect and ±100 for the full control effect; nearly all actives have a fitted effect of over 50% in size
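Rat TrxR1, dispensed at 90 nM, was prereduced with 400 uM NADPH (final) for 5 min at ~22 deg C, then incubated with compound 15 min before 400 uM selenite. A first-read NADPH fluorescence drop versus no-compound background flagged substrates.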
TRHR PAM: TRH receptor (human) allosteric enhancement | AID 493056 | TRHR cells, fluo-8 calcium fluorescence, EC20 TRH enhancement | actives 0.66% (n = 360,000) | enhancement, % at 2 µM | P34981; in the data active = enhancement above about 30%; also: 0% is about no effect
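TRHR-expressing cells loaded with fluo-8 calcium dye were read kinetically (ex 480/em 530) during compound addition, then stimulated with an EC20 of TRH (10 nM final). Enhancement of the Gq-mediated intracellular calcium response was scored.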
D2 agonist: D2 dopamine receptor (human) agonism | HEK293 T-REx D2 cells, calcium flux agonist mode | actives 0.53% (n = 340,000) | P14416 | activation, % at 2 µM;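 active = activation over 3 SD above normal in the single-dose calcium agonist read, cut at about 30% in these data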; also: 0% is about no effect
Target sequence (P14416 whole entry, looked up): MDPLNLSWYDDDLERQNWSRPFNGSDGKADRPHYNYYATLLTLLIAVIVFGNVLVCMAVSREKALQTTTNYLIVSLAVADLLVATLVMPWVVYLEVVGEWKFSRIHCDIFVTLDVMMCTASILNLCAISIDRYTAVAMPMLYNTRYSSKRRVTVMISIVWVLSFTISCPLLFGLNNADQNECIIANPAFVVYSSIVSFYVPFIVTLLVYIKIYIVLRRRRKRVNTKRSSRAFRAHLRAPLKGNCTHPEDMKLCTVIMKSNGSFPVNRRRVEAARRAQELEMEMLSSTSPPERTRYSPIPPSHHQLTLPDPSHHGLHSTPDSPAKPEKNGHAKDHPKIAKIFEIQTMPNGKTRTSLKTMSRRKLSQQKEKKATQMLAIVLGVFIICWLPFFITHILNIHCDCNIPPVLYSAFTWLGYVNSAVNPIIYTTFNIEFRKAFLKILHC
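Calcium-flux readout, 1 cycle/sec over 180 s following compound pin transfer, in inducible HEK293 Trex D2 cells (force-coupled); dopamine controls included. Positive calcium responses during this window marked compounds as potential agonists.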
Pin1 inhibitor: blocks the human prolyl isomerase Pin1. Pin1 FP peptide displacement, HiFluor488, 10 min. Potency, µM (series often up to 115 µM), inactives show top-dose activity, negative = inhibition, most hits filed as inhibitors. actives 0.009% (n = 390,000). AID 504891; active = well fitted inhibition curve with a large enough effect in the polarisation, with a control signal flat, not every such curve was filed as active; inconclusive = small, poorly fitted or top-dose-only effect, or effect the other way, or a change in a side signal; inactive = no such curve, though single readings can be large or run the other way; the % refers to the polarisation; also: potency is read from the fitted curve at half-maximal effect; % is scaled to controls: 0 for no effect and ±100 for the full control effect
Target sequence (Q13526 whole entry, looked up): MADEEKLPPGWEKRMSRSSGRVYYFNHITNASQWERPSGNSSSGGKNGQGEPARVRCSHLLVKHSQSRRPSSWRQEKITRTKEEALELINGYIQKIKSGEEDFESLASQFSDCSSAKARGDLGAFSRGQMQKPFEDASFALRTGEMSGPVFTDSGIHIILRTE
D2 antagonist: antagonizes the human D2 dopamine receptor. P14416. HEK293 TREx D2 cells, calcium flux, dopamine EC80. inhibition, % at 10 µM. actives 2% (n = 340,000). AID 485344; in the data active = inhibition above about 30%; also: 0% is about no effect
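Inhibition of EC80 dopamine-driven calcium flux, recorded kinetically, defines activity here; cells are a tetracycline-induced HEK293 T-REx line expressing force-coupled D2.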
TrxR1 inh: rat TrxR1 inhibition. O89049. recombinant rTrxR1, NADPH fluorescence consumption, selenite substrate. Potency, µM (doses to about 114 µM), without a hit: at the top dose activity change, negative = inhibition, usual class: inhibitors. actives 1% (n = 390,000). AID 588453; also: potency is read from the fitted curve at half-maximal effect; % is scaled to controls: 0 for no effect and ±100 for the full control effect; nearly all actives have a fitted effect of over 65% in size
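Rat TrxR1 (90 nM in the dispensed reagent) was pre-reduced with 400 uM NADPH for 5 min at room temperature, then incubated with compound for 15 min. After 400 uM selenite was added, NADPH fluorescence (Ex 340/Em 450 nm) was followed for 8 min.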
USP1-UAF1 inh: blocks the human USP1/UAF1 deubiquitinase complex; O94782; recombinant USP1/UAF1, Ub-Rhodamine cleavage fluorescence; Potency, µM (titrated, usually from 57.1 µM), without a hit: at the top dose activity change, negative = inhibition, most hits filed as inhibitors; actives 0.23% (n = 390,000); also: potency is read from the fitted curve at half-maximal effect; % is scaled to controls: 0 for no effect and ±100 for the full control effect; nearly all actives have a fitted effect of over 60% in size; inactives centre near -12
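Step one: compound is pinned into 1nM USP1/UAF1 in HEPES pH 7.8 buffer with TCEP. Step two: 15 min room-temperature incubation. Step three: Ub-Rho (150nM final) starts cleavage, tracked by fluorescence over six one-minute reads.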
Active calls of the source: *; ? = inconclusive; . = not tested or not shown; [ ] = remark or other dose. Unless noted, calls follow the shape of the dose curve; as a rule, active = well fitted inhibition curve with a large enough effect; inconclusive = small, poorly fitted or top-dose-only effect; inactive = no such curve, though single readings can be large or run the other way. These rows are one share of the data, so the mix of outcomes need not match the whole.

Each structure is followed by: TRHR agonist	mIDH1 inhibitor	TrxR1 substrate	TRHR PAM	D2 agonist	Pin1 inhibitor	D2 antagonist	TrxR1 inh	USP1-UAF1 inh
- CCC(C)NC(=O)C1=C(C)C(=O)OC12CCC(C)CC2 (configuration not stated)
  0.0	-1.5%	10.6%[57.1 µM]	1.6	0.5	0.0%	-3.1	36.8%	-2.2%
- CC(C)C[C@H](NC(=O)c1nc[nH]c1C(=O)N1CCNCC1)C(=O)OCc1ccccc1
  0.0	2.8%	0.9%	1.5	0.1	-10.7%	11.3	9.9%	-33.5%
- Cc1cc(C)cc(NC(=O)CN2CCN(C(=O)C3CCCO3)CC2)c1 (configuration not stated)
  0.2	-7.1%	-5.2%	19.8	0.3	-2.4%	-4.9	-7.3%	-11.7%
- Cc1cc2occ(CC(=O)N(CC(C)C)c3c(N)n(Cc4ccccc4)c(=O)[nH]c3=O)c2cc1C
  -0.5	0.0%	-2.0%[57.1 µM]	4.6	0.4	6.7%	-11.3	10.8%	-4.7%
- O=C(Nc1ccncc1)c1cccc2ccccc12
  0.7	-3.9%	2.0%[57.1 µM]	9.8	-0.6	7.5%	-10.3	19.1%	-1.3%
- CC(=O)Nc1ccc(Oc2ccc(-c3noc(C)n3)cc2)cc1
  0.0	0.3%	-1.5%	6.1	0.3	1.4%	16.3	7.9%	-16.9%
- COc1ccc(S(=O)(=O)N(CC(=O)N2CCCC2)Cc2ccccc2)cc1
  -0.3	5.0%	-0.5%	-4.5	0.1	-1.8%	6.7	6.9%[2.29 µM]	-16.4%
- O=C(NCCNC(=O)c1ccccc1O)c1ccccc1O
  0.7	1.9%	4.3%	0.0	0.4	2.5%	-4.8	7.7%	-21.2%
- CCOc1ccc(S(=O)(=O)Nc2ccc3c(c2)N(C(C)=O)CCC3)cc1
  0.6	5.7%	4.9%[57.1 µM]	-6.1	0.7	-3.1%	.	9.5%[57.1 µM]	2.4%
- Cc1nc(-c2ccccn2)nc(N(C)c2ccccc2)c1Cl
  0.7	-8.8%	-5.9%	-5.6	-0.5	2.7%	3.9	6.0%	-13.7%
- COc1ccc(-c2cc(C(F)(F)F)nc(SCC(=O)Nc3cc(C)on3)n2)cc1OC
  -0.1	1.7%	102.6%[activator]	-8.5	-0.1	26.2%	11.5	-25.9%	6.0%
- Cc1ccc(CCNS(=O)(=O)c2ccc3c(c2)CC(C)N3C(=O)C2CCC2)cc1 (configuration not stated)
  -0.4	-10.7%	-0.4%	-6.2	.	69.0%[activator]	.	21.1%	-23.5%
- COC(CNC(=O)CCCn1nnnc1CN1CCOCC1)c1cccs1 (configuration not stated)
  0.4	0.0%	6.0%	10.4	1.0	5.5%	2.9	12.3%	-20.6%
- COc1ccc(C(CNC(=O)c2[nH]c(C)c(C(C)=O)c2C)N2CCOCC2)cc1 (configuration not stated)
  0.2	0.7%	4.1%	-10.9	-0.2	-3.4%	27.8	19.4%	-17.9%
- COc1cc(/C=N/NC(=O)Cc2csc(N3CCOCC3)n2)cc(OC)c1O
  1.5	6.0%	9.8%	-2.8	4.5	1.5%	-24.7	18.8%	-17.6%
- CN(C)c1ccc(NC(=O)C2(c3cccs3)CCOCC2)cc1
  -0.7	0.0%	-0.2%[57.1 µM]	3.4	.	-7.8%	.	14.2%[57.1 µM]	?
- CCOC(=O)c1c(C)n(C)c2ccc(OC(=O)c3ccoc3)cc12
  0.3	0.4%	7.4%	4.8	0.4	3.5%	17.9	20.7%	-9.0%
- Cc1ccc(S(=O)(=O)Nc2cc(=O)[nH]c(SCc3ccccc3Cl)n2)cc1
  0.7	-2.1%	13.3%	-2.4	1.5	-2.3%	-8.3	30.5%	-7.8%
- O=C(NCc1ccco1)C1CC(c2ccc(F)cc2)=NO1 (configuration not stated)
  -0.3	1.6%	5.7%	-6.3	.	-11.7%	.	12.9%	-13.9%
- CCOc1cc(Br)cc(C2NC(=O)c3c(sc4c3CCN(C)C4)N2)c1O (configuration not stated)
  0.6	15.6%	11.8%	-3.4	3.0	-1.9%	.	-17.1%	-25.4%
- COc1ccc(OC)c(C(c2nnnn2CCc2ccccc2)N2CCC(C(N)=O)CC2)c1 (configuration not stated)
  -0.6	0.4%	-6.6%	2.0	0.2	-2.9%	-9.5	-3.9%	-7.8%
- CCOC(=O)c1ccc(NC(=O)CSc2nc3ncccc3[nH]2)cc1
  0.1	-2.6%	-4.2%	4.0	-0.3	-5.7%	5.9	4.4%	-4.8%
- CCCNC(=O)CCc1c(C)nc2nc(CNC(=O)c3ccccc3)nn2c1C
  1.1	-2.0%	1.3%	-9.1	-0.6	1.4%	.	8.9%	-17.1%
- CCOC(=O)C1=C(CN2CCSCC2)NC(=O)NC1c1cccc([N+](=O)[O-])c1 (configuration not stated)
  3.2	4.0%	2.8%	8.5	-1.7	-1.4%	-7.5	4.5%	-12.9%
- NC(=O)C[n+]1cccc(C(=O)Nc2ccccc2)c1
  0.1	-6.2%	-5.0%	7.1	-1.9	1.9%	-0.5	1.0%	2.9%
- CCOC(=O)C(=O)Nc1cc(C(=O)OC)cc(C(=O)OC)c1
  -0.2	-5.9%	2.4%	4.9	1.4	0.5%	-6.9	16.0%	-9.0%
- Cc1ccc(C(=O)Nc2ncccc2C)cc1S(=O)(=O)N1CCOCC1
  0.3	-5.9%	-0.8%	-0.4	0.4	3.1%	-29.3	17.3%	-12.5%
- Cc1cccc(C)c1NC(=O)CNC(=O)c1ccc(COc2ccccc2)o1
  -0.1	2.1%	2.6%	-8.3	-0.1	3.0%	10.3	22.6%	-21.2%
- O=C(CN1CCC(NC(=O)c2ccccc2F)CC1)NCc1ccc(F)cc1
  -0.2	1.5%	-4.5%	-2.7	1.4	-3.3%	11.2	-12.3%	-15.7%
- COc1ccc(CNC(=O)[C@H](C)NC(=O)[C@@H]2Cc3ccccc3CN2)cc1
  -0.4	-3.2%	0.9%	-5.0	0.3	5.8%	0.1	16.1%	-15.4%
- CCc1cccc(NC(=O)c2cc3c(=O)n(Cc4ccccc4)ccc3nc2C)c1
  0.0	0.7%	0.2%[57.1 µM]	-5.4	.	14.4%	.	14.8%[57.1 µM]	-29.0%
- C[C@H]1C(=O)N(c2ccccc2)[C@@H]1c1ccccc1
  .	8.2%	-1.2%	.	.	-1.9%	.	15.3%	-23.6%
- CCC(CC)NC(=O)COC(=O)c1ccc(NS(=O)(=O)c2ccc3c(c2)OCCO3)cc1
  -0.7	-8.4%	0.4%	9.6	0.1	2.9%	13.4	0.1%	-5.7%
- CC(=O)c1nc2ccccc2n1S(=O)(=O)c1ccc(Cl)cc1
  -0.8	-2.4%	23.9%	2.1	-0.1	-0.3%	-0.7	-3.7%	-5.5%
- Cc1cccc(CCN=c2c([N+](=O)[O-])nn(-c3ccccc3)n2O)c1
  -1.4	-0.8%	-7.4%	27.0	-0.4	-2.6%	-9.0	-8.6%	-1.2%
- CCOC(=O)N1CCC(NC(=O)c2cnn3c(C(F)(F)F)cc(-c4cccc(OC)c4)nc23)CC1
  -0.4	2.8%	7.5%	15.0	0.2	11.1%	-7.2	31.8%	-10.4%
- COc1ccc(C(=O)O/N=C(/c2ccccc2)c2ccncc2)cc1
  -0.3	-5.1%	-4.3%	0.6	1.0	8.1%	6.9	16.3%	-7.2%
- CC(Oc1ccccc1Cl)C(=O)N1CCN(CCc2ccccn2)CC1 (configuration not stated)
  -1.2	17.2%	10.7%	-2.0	-1.9	-5.7%	.	27.3%	-5.0%
- Cc1cc(NC(=O)CS(=O)(=O)c2c[nH]c3ccccc23)no1
  0.6	0.0%	5.3%	0.5	1.2	0.7%	-13.9	13.2%	-15.6%
- O=c1c2c(O)cc(O)cc2oc2ccc(O)c(O[C@@H]3O[C@H](CO)[C@@H](O)[C@H](O)[C@H]3O[C@H]3O[C@H](CO)[C@@H](O)[C@H](O)[C@H]3O)c12
  0.0	20.7%	-11.3%	1.1	-0.3	5.1%	-8.1	-1.9%	-3.1%

Structures from the list above that contain an NH in an aromatic ring:
Each structure is followed by: TRHR agonist	mIDH1 inhibitor	TrxR1 substrate	TRHR PAM	D2 agonist	Pin1 inhibitor	D2 antagonist	TrxR1 inh	USP1-UAF1 inh
- CC(C)C[C@H](NC(=O)c1nc[nH]c1C(=O)N1CCNCC1)C(=O)OCc1ccccc1
  0.0	2.8%	0.9%	1.5	0.1	-10.7%	11.3	9.9%	-33.5%
- Cc1cc2occ(CC(=O)N(CC(C)C)c3c(N)n(Cc4ccccc4)c(=O)[nH]c3=O)c2cc1C
  -0.5	0.0%	-2.0%[57.1 µM]	4.6	0.4	6.7%	-11.3	10.8%	-4.7%
- COc1ccc(C(CNC(=O)c2[nH]c(C)c(C(C)=O)c2C)N2CCOCC2)cc1 (configuration not stated)
  0.2	0.7%	4.1%	-10.9	-0.2	-3.4%	27.8	19.4%	-17.9%
- Cc1ccc(S(=O)(=O)Nc2cc(=O)[nH]c(SCc3ccccc3Cl)n2)cc1
  0.7	-2.1%	13.3%	-2.4	1.5	-2.3%	-8.3	30.5%	-7.8%
- CCOC(=O)c1ccc(NC(=O)CSc2nc3ncccc3[nH]2)cc1
  0.1	-2.6%	-4.2%	4.0	-0.3	-5.7%	5.9	4.4%	-4.8%
- Cc1cc(NC(=O)CS(=O)(=O)c2c[nH]c3ccccc23)no1
  0.6	0.0%	5.3%	0.5	1.2	0.7%	-13.9	13.2%	-15.6%
